Screening results (PubChem BioAssay)
Mm-Cpn inhibitor: inhibitors of Methanococcus maripaludis chaperonin (MmCpn) | purified Mm-Cpn ATPase, ADP Transcreener TR-FRET | Potency, µM (series often up to 76.9 µM), inactives show top-dose activity, negative = inhibition, usual class: inhibitors | 330,000 tested, 0.031% active; also: potency is read from the fitted curve at half-maximal effect; % is scaled to controls: 0 for no effect and ±100 for the full control effect; nearly all actives have a fitted effect of over 80% in size
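ATPase turnover read by TR-FRET ADP competition (Eu cryptate antibody/ADP-d2, 665/590 nm): 10uM ATP final, 25nM Mm-CPN final, 30 min 37degC after 10-min compound preincubation, pH 7.4 Tris/KCl/MgCl2/DTT buffer.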
aSyn rescue: alpha-synuclein toxicity inhibition in yeast; Yeast expressing alpha-synuclein, growth rescue, BacTiter-Glo, 24 h; Potency, µM (top dose mostly 46.1 µM), without a hit: at the highest dose growth rescue (activation), actives largely listed as activators; 370,000 tested, 0.14% active; AID 652106; also: potency is read from the fitted curve at half-maximal effect; % of control where 0% means no effect; nearly all actives have a fitted effect of over 65% in size
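Screening used galactose-induced yeast with toxic alpha-synuclein levels, exposed to compound for 24 hr at 30 deg C. Cell growth, read with BacTiter-Glo luminescence, gave the measured signal.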
FUS suppressor: rescues growth of FUS-expressing yeast; S. cerevisiae FUS-expressing, growth rescue, OD600, 24 h; Potency, µM (top dose mostly 76.6 µM), for the others: top-dose growth rescue (activation), hits mostly activators; 390,000 tested, 0.24% active; AID 1347120;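 also: potency is read from the fitted curve at half-maximal effect; plate controls were DMSO vehicle for no effect and reference control for full effect; nearly all actives have a fitted effect of over 55% in size; some results filed as inactive show a strong effect at the top dose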
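Restored growth of FUS-toxic S. cerevisiae, read as 600 nm absorbance after 24 h at 30C in galactose medium (starting OD 0.005). Controls CP55940 and DMSO.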
GLP-1R inv ag: acts as inverse agonist at human GLP-1 receptor; HEK293 GLP-1R CRE-luciferase, luminescence, 24 h; GLP-1R form is constitutively active; P43220; 410,000 tested, 1.6% active; Potency, µM (top dose mostly 38.3 µM), for the others: at the highest dose activity change, negative = inhibition, hits mostly inhibitors; AID 624417; also: potency is read from the fitted curve at half-maximal effect; % is scaled to controls: 0 for no effect and ±100 for the full control effect; nearly all actives have a fitted effect of over 55% in size
Target sequence (P43220 whole entry, looked up): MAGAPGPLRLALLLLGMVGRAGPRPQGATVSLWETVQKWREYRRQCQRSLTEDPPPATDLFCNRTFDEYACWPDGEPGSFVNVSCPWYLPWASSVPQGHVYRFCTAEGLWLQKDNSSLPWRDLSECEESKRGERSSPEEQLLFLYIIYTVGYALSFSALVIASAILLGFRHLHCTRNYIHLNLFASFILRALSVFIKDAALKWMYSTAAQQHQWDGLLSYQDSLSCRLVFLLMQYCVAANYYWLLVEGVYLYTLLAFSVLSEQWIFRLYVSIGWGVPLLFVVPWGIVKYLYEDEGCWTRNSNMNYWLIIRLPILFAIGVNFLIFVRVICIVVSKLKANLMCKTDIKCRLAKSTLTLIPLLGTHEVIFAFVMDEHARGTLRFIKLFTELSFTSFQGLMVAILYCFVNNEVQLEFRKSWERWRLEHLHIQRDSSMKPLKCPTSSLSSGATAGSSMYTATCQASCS
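Readout was luciferase luminescence, measured 12 min after detection reagent at room temperature. Beforehand, GLP-1R reporter HEK293 cells had sat 12 h, then received compounds for 24 hr at 37 deg C.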
TDP-43 yeast inh: inhibitors of TDP-43 toxicity in yeast; TDP-43 expressing yeast growth rescue, BacTiter-Glo, 24 h; Potency, µM (titrated, usually from 46.1 µM), for the others: top-dose growth rescue (activation), hits mostly activators; 410,000 tested, 1.8% active; AID 652104; also: potency is read from the fitted curve at half-maximal effect; % of control where 0% means no effect; nearly all actives have a fitted effect of over 50% in size
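Luminescence from BacTiter-Glo reports growth of TDP-43-expressing yeast after 24 hr at 30 deg C with compound. Cells were raffinose-pregrown to mid-log, then seeded in galactose medium at OD600=0.02.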
Abeta yeast res: A-beta toxicity reversal in yeast; yeast expressing A-beta42, growth rescue, OD600, 48 h; response scale: 0% DMSO, 100% iron-clioquinol control; 410,000 tested, 0.063% active; Potency, µM (doses to about 46.1 µM), for the others: at the top dose growth rescue, most hits filed as activators; also: potency is read from the fitted curve at half-maximal effect; nearly all actives have a fitted effect of over 55% in size
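Yeast A-beta toxicity model in growth medium with pinned compounds, 48 h at 30 C; growth read as absorbance at 600 nm. Normalized to FeCl3/clioquinol equimolar mix (positive) and DMSO (negative).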
PTHR1 agonist: activates the human parathyroid hormone receptor PTHR1; HEK293 GP2 PTHR1 cells, GloSensor cAMP luminescence, 1 h; Q03431; AID 743266; 410,000 tested, 0.075% active; Potency, µM (series often up to 115 µM), inactives show top-dose activation, usual class: activators; also: potency is read from the fitted curve at half-maximal effect; nearly all actives have a fitted effect of over 55% in size; some results filed as inactive show a strong effect at the top dose; inactives centre near -15; many of its hits are not listed in these tables
Target sequence (Q03431 whole entry, looked up): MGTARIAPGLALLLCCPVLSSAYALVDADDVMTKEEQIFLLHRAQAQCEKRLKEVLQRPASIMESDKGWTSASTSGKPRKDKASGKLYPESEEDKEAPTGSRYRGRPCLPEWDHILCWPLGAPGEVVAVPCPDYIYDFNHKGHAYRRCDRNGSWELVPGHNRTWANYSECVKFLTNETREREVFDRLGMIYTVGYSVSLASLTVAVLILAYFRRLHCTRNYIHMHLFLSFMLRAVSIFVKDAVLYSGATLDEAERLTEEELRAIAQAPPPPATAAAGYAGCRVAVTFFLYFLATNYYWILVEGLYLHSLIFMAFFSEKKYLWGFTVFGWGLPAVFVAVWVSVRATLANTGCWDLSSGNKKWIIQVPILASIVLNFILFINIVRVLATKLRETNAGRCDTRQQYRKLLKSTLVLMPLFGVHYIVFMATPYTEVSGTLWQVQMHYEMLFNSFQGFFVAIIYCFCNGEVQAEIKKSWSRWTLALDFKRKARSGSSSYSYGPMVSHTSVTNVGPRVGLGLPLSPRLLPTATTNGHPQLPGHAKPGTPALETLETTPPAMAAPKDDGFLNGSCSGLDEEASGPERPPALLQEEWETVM
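HEK-293-derived GP2 cells expressing PTHR1 and a GloSensor cAMP reporter, 3,000/well, plated overnight, given luciferin plus IBMX (each 0.5 mM as added) for 1 h at 37 °C, then compound for 1 h at 37 °C. Luminescence was read after 15 min at room temperature.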
GLP1R cytotox: cytotoxic in the GLP-1 receptor inverse agonist counter-screen; HEK293 cAMP-luciferase reporter cells, luminescence, 24 h; 410,000 tested, 0.13% active; Potency, µM (doses to about 38.3 µM), for inactives: top-dose activity change, negative = inhibition, most hits filed as inhibitors; AID 624418;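 also: loss of luciferase light is scored as toxicity; potency is read from the fitted curve at half-maximal effect; % is scaled to controls: 0 for no effect and ±100 for the full control effect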
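Compound-treated cells are incubated 24 hr at 37 deg C under 5% CO2 after a 12 hour attachment period, then luciferase detection reagent is added and luminescence is measured following 12 min at room temperature; lowered signal indicates toxicity.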
pAkt inh: blocks phosphorylation of Akt. Neuro2A IGF-stimulated pAkt S473 HTRF, 20 min; hits give low values. activity change, % for hits at 50 µM. 360,000 tested, 0.32% active; in the data active = activity change below about -80%; inconclusive = mostly about -51% to -80%; also: % is scaled to controls: 0 for no effect and ±100 for the full control effect
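Neuro2A cells (4,500/well, DMEM with 0.5% FBS) were treated with compound at a single 50 µM final concentration, stimulated with 6 nM IGF for 20 min at 37 °C, and lysed. Phospho-Akt Ser473 was read by HTRF as 665/615 ratio ×10^4.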
An asterisk follows results filed as active; i = inactive; u = inconclusive; x = not tested or not shown; [ ] = remark or other dose. Unless noted, calls follow the shape of the dose curve; as a rule, active = well fitted curve in the direction sought with a large enough effect; inconclusive = small, poorly fitted or top-dose-only effect, or another doubt; inactive = no such curve, though single readings can be large; an effect the other way counts as inactive or inconclusive. Only part of the results is shown. The share of hits here may be higher or lower than overall.

SMILES	Mm-Cpn inhibitor	aSyn rescue	FUS suppressor	GLP-1R inv ag	TDP-43 yeast inh	Abeta yeast res	PTHR1 agonist	GLP1R cytotox	pAkt inh
CCc1nc2ccc(C(=O)NC(C)(C)C)cn2c1N(CC)Cc1cccc(Br)c1	x	-6%	5%	u	-2%	-21%	i	-14%	x
O=C(Nc1ccc2[nH]ncc2c1)C1CCC1	0%	-8%	-5%	10%	2%	-2%	i	-6%	i
CCCOc1ccc(Oc2ccc(S(=O)(=O)N3CCN(C)CC3)cn2)cc1	2%	-4%	12%	u	8%	0%	-18%	-1%	i
Cc1ccc(C(=O)N2CC(C)CC(C)C2)cc1S(=O)(=O)N1CCCCC1 (stereo not given)	0%	-6%	21%	u	25%	-17%	-32%[inhibitor]	u	i
CC(C)(C)OC(=O)N1CCC(c2c(C(=O)NCc3cccc(Cl)c3)cnn2-c2ccc(F)cc2)CC1	x	x	4%	0%	u	15%	-19%	-1%	x
O=C(c1cccc([N+](=O)[O-])c1)N1CCOCC1	1%	-1%	11%	1%	7%	1%	i	-10%	i
CCn1c(CNC(=O)C23CC4CC(CC(C4)C2)C3)nnc1SCC(=O)Nc1ccc(F)cc1	x	x	u	4%	10%	-5%	i	-2%	x
CC1CCC2C(=O)N(c3ccc(NC4CCN(Cc5ccccc5)CC4)c([N+](=O)[O-])c3)C(=O)C2C1 (stereo not given)	1%	3%	2%	-21%	-10%	-15%	-86%[inhibitor]	-2%	i
COc1cccc(C2/C(=C(/O)c3cnn(-c4ccccc4)c3C)C(=O)C(=O)N2CCN(C)C)c1OC (stereo not given)	1%	-2%	-5%	5%	-5%	11%	-9%	5%	i
COC(=O)CSc1ncnc2c1sc1nc(N3CCOCC3)c3c(c12)CCCC3	-4%	-3%	10%	10%	-9%	14%	i	-9%	i
Cc1ccc(C)c(Cn2c3ccccc3c3cnn(CC(=O)NC4CCC(C)CC4)c(=O)c32)c1 (stereo not given)	x	x	-1%	0%	11%	-13%	-1%	9%	x
CC1CCc2nc3ccccc3c(C(=O)OCC(=O)NC3CCS(=O)(=O)C3)c2C1 (stereo not given)	0%	-5%	39%	12%	11%	-6%	-5%	6%	i
COc1ccc(NC(=O)CN(C)C(=O)c2cccnc2Sc2ccc(C)c(C)c2)cc1	-4%	3%	21%	17%	13%	22%	-26%	21%	i
Cc1ccc(-c2nn(C)c(=O)c3ccccc23)cc1CNC(=O)c1ccco1	1%	2%	9%	37%[activator]	-2%	2%	i	-4%	i
COc1ccc(C(=O)Nc2ccc(OCc3ccccc3)cc2)cc1[N+](=O)[O-]	2%	x	-14%	45%	0%	0%	i	4%	x
COc1cc(NC(=O)Cn2c(=O)n(C(C)C)c(=O)c3oc4ccccc4c32)cc(OC)c1	x	x	1%	6%	21%	-2%	i	-2%	x
Cc1nc2ccccn2c1C(=O)OCC#N	0%	-3%	-17%	20%	-7%	-11%	-17%	4%	i
CCNc1nc(Oc2ccc(C(=O)OC)cc2)nc(SC)n1	0%	3%	16%	u	0%	8%	-5%[57.5 µM]	-18%	i
O=[N+]([O-])c1cc(Cl)cc2c1nc(NCCO)c1ccccc12	2%	5%	19%	-75%	-8%	-1%	-18%	-2%	i
CCOc1ccccc1N(CC(=O)NC1CCCC1)C(=O)CCC(=O)Nc1cc(C)on1	1%	1%	21%	-2%	3%	14%	i	-3%	i
COc1ccc(N2CCN(Cc3nc4c(c(=O)[nH]c(=O)n4C)n3Cc3ccccc3F)CC2)cc1	x	x	8%	-7%	-16%	-6%	i	1%	x
NC(=O)C1CCCN(CC(=O)N2CCN(c3ccccc3)CC2)C1 (stereo not given)	-3%	-1%	-3%	13%	2%	-2%	-21%	u	i
COc1ccc2oc(=N)c(-c3nnc4n3CCCCC4)cc2c1	0%	x	-1%	89%[activator]	-1%	2%	i	-8%	x
Cc1ccc(C2C(C#N)=C(N)N(c3ncn[nH]3)C3=C2C(=O)CC(C)(C)C3)cc1 (stereo not given)	2%	-1%	11%	10%	-11%	-6%	i	-2%	i
COc1ccc(-n2c(SCc3nc(-c4ccc(C)cc4)no3)nnc2-c2ccccc2)cc1	x	x	-4%	0%	2%	-3%	i	-6%	x

Three entries from above, ordered by the value under GLP-1R inv ag, low to high:
canonical_smiles | GLP-1R inv ag
COc1ccc(-n2c(SCc3nc(-c4ccc(C)cc4)no3)nnc2-c2ccccc2)cc1 | 0%
COC(=O)CSc1ncnc2c1sc1nc(N3CCOCC3)c3c(c12)CCCC3 | 10%
CC1CCc2nc3ccccc3c(C(=O)OCC(=O)NC3CCS(=O)(=O)C3)c2C1 (stereo not given) | 12%

Next structures follow:
SMILES	Mm-Cpn inhibitor	aSyn rescue	FUS suppressor	GLP-1R inv ag	TDP-43 yeast inh	Abeta yeast res	PTHR1 agonist	GLP1R cytotox	pAkt inh
CCC1(c2ccccc2)NC(=O)N(CC(=O)NCc2ccncc2)C1=O (stereo not given)	4%	9%	7%	-5%	14%	-3%	-13%	-12%	i
CC(C)C[C@@H](CN1CCCC1CN1C(=S)NC[C@@H]1Cc1ccc(O)cc1)N1C[C@H](Cc2ccc(O)cc2)N(CC2CCCCCC2)C1=S (stereo not given in full)	x	-42%[inhibitor]	u	u	-30%[inhibitor]	-65%[inhibitor]	-7%	u	i
Cc1cccc(OCC(=O)Nc2cc(NC(=O)COc3cccc(C)c3C)cc(C(=O)O)c2)c1C	1%	-7%	-4%	6%	3%	-21%	-25%	1%	i
CCc1ccc(N(CC)C(=O)c2cc3c(=O)oc4ccc(C)cc4c3s2)cc1	x	x	-23%	5%	3%	8%	-1%	-9%	x
COC(=O)c1c(-c2ccc(Cl)cc2)noc1N1CCN(c2cc(C)ccc2C)CC1	x	x	-22%	11%	0%[9.22 µM]	-8%	-83%	0%	x
COc1ccc(S(=O)(=O)N(CC(=O)NCc2ccccn2)c2ccc(Cl)cc2)cc1	-1%	8%	-4%	-27%	-13%	11%	-23%	5%	i
NC(=O)C1CCN(c2ncnc3c2cnn3-c2cccc(Cl)c2)CC1	x	x	-17%	6%	18%	-19%	i	4%	x
Cc1ccc(NC(=O)c2c(F)cccc2Cl)cc1NS(C)(=O)=O	1%	-1%	15%	-7%	-14%	-1%	-35%[inhibitor]	0%	i
O=C(CNC(=O)c1ccc(Cl)cc1Cl)OCN1C(=O)c2ccccc2C1=O	4%	0%	1%	18%	-26%	-8%	22%	-1%	i
O=C(Cn1c(=O)nc(-c2ccccc2)c2ccccc21)NCCCc1ccccc1	x	x	9%	-12%	10%	-4%	i	-5%	x
O=C(N/N=C/c1ccc(F)cc1)c1sccc1OCc1ccc(F)cc1	0%	1%	13%	u	23%	10%	-19%[57.5 µM]	-16%	i
CSC1=C(C#N)C(c2ccc(C)s2)CC(=O)N1 (stereo not given)	0%	0%	13%	0%	-22%	21%	-8%[57.5 µM]	-8%	i
Cc1ccc(-c2nc(CS(=O)CC(=O)NCc3ccc4c(c3)OCO4)c(C)o2)cc1 (stereo not given)	-2%	3%	12%	u	16%	-9%	-7%	3%	i
COC1=C(Nc2ccccc2)C(=O)C(OC)=C(Nc2ccccc2)C1=O	x	4%	14%	49%[activator]	-17%	14%	i	0%	i
O=C(CCC1=NS(=O)(=O)c2ccccc2N1)NC1CCCCCCC1	-2%	-2%	47%	17%	-7%	0%	i	12%	i
CCOC(=O)c1cnc2ccc(OC)cc2c1NCCN1CCOCC1	0%	-4%	-18%	1%	17%	0%	0%	2%	i
Cc1ccc(S(=O)(=O)N(C)c2ccc3sc(C)nc3c2)cc1	-3%	9%	-11%	u	3%	7%	-5%	-2%	i
NC(=O)CC(NC(=O)Cc1ccc(Br)cc1)c1ccc(NCCc2ccc(F)cc2)c([N+](=O)[O-])c1 (stereo not given)	0%	4%	u	21%	13%	4%	i	8%	i
COCCCNc1oc(-c2ccccc2Cl)nc1C#N	-1%	1%	-15%	48%[activator]	16%	9%	-39%[inhibitor]	-12%	i
C#CCOCCOCCOCCNc1nc(N2CCN(C(=O)Cn3cc(CC(C)O)nn3)CC2)nc(N2CCN(C(=O)[C@H](C)n3cc(CCCN=C(N)N)nn3)CC2)n1 (stereo not given in full)	-6%	-11%	-20%	5%	2%	-11%	i	4%	i
C=CCOc1ccc(/C=N/NC(=O)C(C)Sc2ccccn2)cc1OC (stereo not given)	-2%	-9%	18%	28%	15%	18%	i	2%	i
COC(=O)c1ccc(Cn2nnc3sc4c(c3c2=O)CCCC4)cc1	x	x	-12%	69%[activator]	u	4%	i	-6%	x
COc1ccc2[nH]cc(CCN=C(NC(=O)c3ccccc3F)Nc3nc(C)cc(C)n3)c2c1	x	-2%	-9%	u	14%	-22%	-3%	-16%	x
COc1cccc(OC)c1C(=O)NC(=S)NNC(=O)[C@H]1C[C@@H]1c1ccccc1	2%	1%	2%	2%	0%	7%	0%	1%	i
CNC(=O)c1cccc(N2CCCC2=O)c1	-5%	-4%	-15%	13%	2%	17%	i	12%	i
COc1ccc(-c2nc(CSCC(=O)NC3CC3)c(C)o2)cc1OC	0%	0%	-16%	41%[activator]	-11%	0%	i	9%	i
CCN(CC)c1ccc(/C=N/N2CCN(Cc3ccccc3)CC2)cc1	1%	6%	15%	u	-6%	2%	i	-2%	i
